# K1F lysis inhibition = protection from phage-mediated lysis, alamar blue read-out – E. coli UTI89, K1F phage, bacterial capsule biogenesis inhibitors (AID 488966) | 0.02% of 340,000 active | inhibition, % at 100 µM, or IC50 in µM where a hit was titrated | E. coli UTI89 K1F phage lysis, alamar blue, 2 h; higher % means a stronger effect;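 active means phage lysis inhibition, versus mean bacterial control, above a set limit; inconclusive means no clear call, values can overlap the other calls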;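 further: capsule biogenesis inhibitors block K1F phage lysis so surviving cells raise fluorescence; higher fluorescence means more inhibition of phage lysis; actives were called in the ten point dose series up to 300 µM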
# T cell HTS = modulates CD8 T cell binding to vesicles | 2C CD8+ T cell-vesicle binding, flow cytometry; stronger effect = lower value | calls only at 7 µM | 0.068% of 330,000 active;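 active means response, share of CD8 T cells binding vesicles, and their 90th percentile fluorescence all below set limits, cut at about 80% in these data, passing the limit was not always enough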
#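 incubation = binding step 1.5 h, 37 °C, antibody labelling 20 min, ice | test system = 2C mouse CD8+ T cells | read-out basis = percent CD8+ FL2 mean versus row control | controls = Peptide-free naked vesicles (low) and QL9 vesicles with 0.7% DMSO vehicle (high) | detection = flow cytometry of vesicle-bound cells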
# NTR1 agonist = NTR1-driven beta-arrestin-GFP spot formation – imaging, U2OS cells, high content, primary screen (AID 493036). P30989. agonist mode. activation, % at 20 µM. 0.17% of 330,000 active;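 active means activation at or above 40% of the spot to cytoplasm intensity ratio, with at least 20 cells analyzed; inconclusive means wells under 20 cells, flagged as cytotoxic or low count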;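 further: 0% = DMSO without peptide and 100% = 100 nM NTR1 peptide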
# Target sequence (P30989 whole entry, looked up): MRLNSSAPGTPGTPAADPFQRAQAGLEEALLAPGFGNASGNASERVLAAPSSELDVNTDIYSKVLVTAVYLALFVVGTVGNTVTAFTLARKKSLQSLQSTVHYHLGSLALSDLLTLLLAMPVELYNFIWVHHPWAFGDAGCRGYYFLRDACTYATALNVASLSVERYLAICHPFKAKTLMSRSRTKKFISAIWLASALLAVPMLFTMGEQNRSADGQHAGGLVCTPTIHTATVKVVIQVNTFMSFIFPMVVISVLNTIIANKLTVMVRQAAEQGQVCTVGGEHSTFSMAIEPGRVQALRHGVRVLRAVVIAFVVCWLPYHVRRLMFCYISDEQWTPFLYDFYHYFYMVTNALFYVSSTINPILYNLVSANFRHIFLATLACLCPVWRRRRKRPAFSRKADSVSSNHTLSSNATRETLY
# SV40 large T antigen = SV40 large T antigen inhibitors, biochemical (AID 1903); 0.39% of 310,000 active; SV40 large T antigen ATPase/helicase inhibition assay; higher % means a stronger effect; inhibition, % at 20 µM, or IC50 in µM where a hit was titrated; in the data active means a potency from the dose series; inconclusive means inhibition mostly from about 32% at the one dose, without a potency; inactive means the rest, 99 in 100 with inhibition below about 32%; further: strong numbers were not always called active
# West Nile antiviral = inhibition of WNV-induced cytopathic effect – cell-based, CPE readout (AID 1621) | West Nile virus-infected cells, CPE inhibition; higher % means a stronger effect | CPE inhibition, % at 10 µM; hits with a dose series show IC50 in µM | 0.02% of 290,000 active; in the data active means a potency from the dose series; inconclusive means CPE inhibition mostly from about 3.7% at the one dose, without a potency; inactive means the rest, 99 in 100 with CPE inhibition below about 2.2%; further: strong numbers were not always called active
# NS5 inhibitors = flavivirus cap methylation enzyme inhibition – biochemical, confirmation dose response, primary screen (AID 588689); inhibition, % at 25 µM; hits with a dose series show IC50 in µM; 0.3% of 340,000 active; Dengue-2 NS5 methyltransferase capping enzyme assay, biochemical; higher % means a stronger effect; in the data active means a potency from the dose series; inconclusive means inhibition above about 29% without an active follow-up result
# Salmonella PhoP GFP = PhoP-dependent GFP reporter repression – Salmonella Typhimurium, primary screen (AID 1863). S. Typhimurium PhoP-regulated promoter GFP reporter, 4 h; higher % means a stronger effect. inhibition, % at 50 µM; hits with a dose series show IC50 in µM. 0.16% of 300,000 active;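 active means inhibition over 29.93%, a cutoff 3 SD above the screen mean, later confirmed by dose response; inconclusive means inhibition over 29.93% but no dose response follow-up; inactive means inhibition at most 29.93% or unconfirmed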;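 further: 0% = low Mg2+ inducing control and 100% = high Mg2+ repressing control; strong numbers were not always called active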
# RSV antiviral HEp-2 = RSV antiviral activity via CPE protection, HEp-2 cells, primary 10 µM value included (AID 2391); HEp-2 cells, RSV-induced CPE inhibition; higher % means a stronger effect; CPE inhibition, % at 10 µM, or IC50 in µM where a hit was titrated; 0.13% of 310,000 active; in the data active means a potency from the dose series; inconclusive means CPE inhibition mostly from about 23% at the one dose, without a potency; inactive means the rest, 99 in 100 with CPE inhibition below about 21%; further: strong numbers were not always called active
# MgcRacGAP inhibition = MgcRacGAP GTPase-activating activity inhibitors, confirmation, biochemical, ADP Hunter fluorescence; 0.6% of 340,000 active; MgcRacGAP-stimulated Rac1 GTP hydrolysis, ADP Hunter fluorescence; higher % means a stronger effect; GST-tagged Rac1 F28L mutant substrate; inhibition, % at 30 µM; hits with a dose series show IC50 in µM;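 active means first-screen hits whose inhibition reached a set limit at any dose in the follow-up dose series; inconclusive means inhibition above the set first-screen limit but never retested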;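 further: fluorescence reports GDP produced by GAP-driven GTP hydrolysis; strong numbers were not always called active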
# T cell HTS vesicle-bound % = further read-out of T cell HTS, marked with its call; double positive events, %; measured here: CD8+ vesicle-bound cell fraction;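 binding gate set so that unloaded-vesicle control wells show 10% double positive cells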
# NTR1 agonist cell count 20 µM = further read-out of NTR1 agonist, marked with its call; cell count; measured here: cell count, cytotoxicity flag
# NS5 inhibitors pilot replicate = recorded beside NS5 inhibitors, whose call it bears; inhibition, %; measured here: pilot screen replicate inhibition
# * marks the source's active call; other numbers are inactive results; i = inactive; ? = inconclusive; · = no result given; [ ] = remark or other dose.
SMILES,K1F lysis inhibition,T cell HTS,T cell HTS vesicle-bound %,NTR1 agonist,NTR1 agonist cell count 20 µM,SV40 large T antigen,West Nile antiviral,NS5 inhibitors,Salmonella PhoP GFP,RSV antiviral HEp-2,MgcRacGAP inhibition,others
O=[N+]([O-])c1cc(C(F)(F)F)ccc1NN=C1CCCC1,2.1%[50 µM],i,35.9,2.2,44,7.4%,0.3%,2.6%,-8.7%,1.6%,6.4%,
O=C(/C=C/c1ccc(F)cc1)NC(=S)N1CCN(c2ccccn2)CC1,-0.8%,i,49.8,1.0,49,-3.6%,-0.1%,-1.5%,-10.4%,4.5%,2.1%,
COc1ccc(S(=O)(=O)NCC2CCCN(C(=O)CSC)C2)cc1 (stereo not given),-0.3%,i,60.2,1.4,58,13.6%,-0.3%,-2.6%,-1.0%,1.2%,4.0%,NS5 inhibitors pilot replicate=0.0
Cc1ccc(-c2cc(C(F)F)nc(N3CCC(C)CC3)n2)cc1,4.7%,i,38.8,-0.3,88,15.8%,-0.1%,-2.4%,9.8%,6.0%,0.1%,
CCCS(=O)(=O)NCc1cn2cccc(C)c2n1,4.1%,i,23.1,0.1,53,9.4%,-0.6%,-4.8%,6.5%,1.6%,4.9%,
COCCC(=O)N1CCC(Oc2ccc(C(=O)N(C)C3CCCCC3)cc2)CC1,0.5%,i,56.3,-0.8,52,15.7%,-0.9%,-6.4%,2.8%,3.1%,5.8%,
C=C(C)CSc1nc2nc(C)c(Br)cc2[nH]1,0.3%,i,45.2,0.2,88,10.9%,-0.7%,2.6%,-1.4%,?,9.3%,
O=C(CSc1nnc(COc2ccc3c(c2)CCCC3)o1)Nc1ccc(F)cc1,-0.1%,i,40.0,-0.5,47,-7.4%,0.3%,-3.5%,-17.4%,1.3%,5.2%,
CCOC(=O)c1c(/N=C/c2ccccc2O)sc2c1CCC2,1.2%[50 µM],i,3.0,-0.9,70,19.6%,0.2%,5.2%,-4.1%,3.6%,17.1%,
CCCc1cc(=O)[nH]c(SCC(=O)N2CC3(C)CC2CC(C)(C)C3)n1 (stereo not given),0.6%[50 µM],i,40.0,0.4,64,·,·,5.8%,·,0.3%,-0.9%,
CCN(CC)S(=O)(=O)c1cccc(C(=O)Nc2ccccc2)c1,0.4%,i,6.8,-1.1,81,-1.1%,0.1%,-0.8%,-3.1%,4.6%,5.4%,
Cc1sc2ncnc(N3CCN(CCOc4ccc(Cl)cc4)CC3)c2c1C,2.3%,i,52.1,8.4,67,0.3%,2.5%,4.0%,-6.6%,4.1%,-1.4%,
Cc1onc(-c2ccccc2Cl)c1C(=O)Oc1cc(N)n(S(=O)(=O)c2ccc(F)cc2)n1,1.6%,i,57.8,19.8,47,3.0%,1.6%,-13.6%,-1.0%,5.5%,3.8%,
COc1ccc(CCNc2cc(C)[nH]c(=O)c2)cc1OC,0.1%,i,58.3,-0.4,89,8.7%,-0.5%,-180.8%,-1.1%,1.1%,9.3%,
CCOc1ccc(CC(=O)N/N=C/c2cccnc2)cc1,i,i,15.9,-0.3,44,7.6%,0.6%,4.6%,1.1%,4.2%,-19.0%,
Cc1ccc(NC(=O)c2ccc(CSc3nnc(-c4ccncc4)n3C)cc2)c(C)c1,1.5%,i,51.9,0.0,35,7.4%,-0.1%,-0.6%,11.7%,2.2%,8.6%,
O=C(C[C@H]1C/C=C\CCCC(=O)OC[C@H]2CCCN2C1=O)NCCO,1.4%,i,17.5,-1.8,59,·,·,0.8%,·,·,3.7%,
Cc1cc(C)c2c(C)[nH]nc2n1,·,i,37.6,-0.8,46,7.0%,0.4%,·,-2.9%,·,·,
O=C(CCN=C1NS(=O)(=O)c2ccccc21)N1CCc2ccccc2C1,0.1%,i,35.8,1.5,55,1.4%,-0.8%,0.7%,4.6%,4.1%,1.2%,
Cc1cc(NC(=O)/C=C\C(=O)O)c([N+](=O)[O-])cc1C,-2.1%,i,56.8,-0.5,63,9.9%,-0.4%,-6.2%,0.9%,·,-9.5%,
CCOc1ccc(N/C(N)=N/c2nc(C)cc(C)n2)cc1,0.1%,i,60.0,2.1,55,3.6%,-1.9%,-6.8%,-7.6%,7.1%,0.9%,
COc1cc(OC)c(NC(=O)c2cncn2-c2ccc(F)cc2)cc1Cl,-0.4%,i,25.4,1.2,38,-5.6%,0.6%,-4.1%,3.2%,1.6%,4.4%,
Cc1cccc(C(=O)N=c2sccn2C)c1[N+](=O)[O-],-0.1%,i,67.3,-0.9,56,4.8%,0.3%,-1.9%,-1.1%,4.8%,5.2%,
COc1ccccc1OCCNC(=O)Cc1ccc(Cl)c(Cl)c1,-0.2%,i,20.6,4.2,72,5.4%,-0.9%,1.5%,-8.8%,-1.0%,9.0%,
CS(=O)(=O)N(Cc1ccc(Cl)cc1)c1ccc(C(=O)N2CCN(c3ccccc3)CC2)cc1,1.9%,i,20.3,1.1,61,6.1%,-1.5%,3.2%,0.5%,20.9%,0.7%,
Cc1cc2c(cc1S(=O)(=O)NCc1ccccc1)n(C)c(=O)c(=O)n2C,6.9%,i,31.2,-1.9,64,·,-0.2%,1.4%,·,2.0%,8.2%,
O=c1[nH]c(CCl)nc2cc(-c3ccc(Cl)cc3)sc12,0.1%,i,56.5,2.2,41,2.7%,0.0%,-2.1%,3.6%,23.4%,10.6%,
Nn1c(SCc2ccc(Br)cc2)nnc1-c1ccccn1,0.2%,i,9.7,0.9,44,4.2%,-0.5%,0.0%,-3.6%,2.1%,6.6%,
CN(C)C(=O)COc1ccc2c(-c3ccccc3)cc(=O)oc2c1,-1.0%,i,58.7,-0.3,65,12.4%,-0.2%,-6.4%,-2.6%,3.5%,8.8%,
CC(C)c1nc2sc3c(c2c(=O)[nH]1)CC(C)(C)OC3,0.9%[50 µM],i,27.8,-0.4,75,2.9%,-0.3%,-4.6%,14.6%,0.4%,9.0%,
NC(=O)CCCn1c(C(=O)c2cc(Cl)c(N)c(Cl)c2)c2ccc([N+](=O)[O-])cc2[n+]1[O-],1.9%,i,26.1,2.2,72,9.5%,·,3.3%,·,-1.4%,5.3%,
Cc1cc(C)[n+](Cc2ccccc2)cc1C(N)=O,1.4%,i,43.1,-1.3,46,-3.8%,·,-5.4%,·,-0.1%,9.0%,
Cc1ccc(NC(=O)c2cc(C)nn2-c2ccccc2)cc1,-0.2%,i,42.7,-2.1,84,20.4%,-0.3%,0.0%,20.3%,1.9%,-1.6%,
COc1ccc(C(CC(=O)O)NC(=O)OC(C)(C)C)cc1 (stereo not given),0.8%,i,36.6,-4.2,87,9.2%,0.7%,-3.1%,6.5%,1.0%,0.1%,
Cc1onc(-c2ccccc2Cl)c1C(=O)Nc1ccccc1C(=O)NC(C)C,0.0%,i,29.9,2.5,37,7.7%,-0.4%,-1.4%,4.7%,4.6%,-0.1%,
Cc1cccc(NS(=O)(=O)c2ccc(-c3cnc(C4CC4)o3)cc2)c1,-0.2%,i,34.0,6.7,59,5.5%,-0.3%,-5.2%,-1.6%,7.0%,6.4%,
COC(=O)c1ccc(N2C(=O)CC(N3CCN(c4ccccc4)CC3)C2=O)cc1 (stereo not given),-0.4%,i,14.9,2.3,33,·,0.1%,-3.4%,·,0.3%,5.0%,

# Grouped by structure, the compounds so far with four or more nitrogen atoms (7)
SMILES,K1F lysis inhibition,T cell HTS,T cell HTS vesicle-bound %,NTR1 agonist,NTR1 agonist cell count 20 µM,SV40 large T antigen,West Nile antiviral,NS5 inhibitors,Salmonella PhoP GFP,RSV antiviral HEp-2,MgcRacGAP inhibition,others
O=C(/C=C/c1ccc(F)cc1)NC(=S)N1CCN(c2ccccn2)CC1,-0.8%,i,49.8,1.0,49,-3.6%,-0.1%,-1.5%,-10.4%,4.5%,2.1%,
Cc1sc2ncnc(N3CCN(CCOc4ccc(Cl)cc4)CC3)c2c1C,2.3%,i,52.1,8.4,67,0.3%,2.5%,4.0%,-6.6%,4.1%,-1.4%,
Cc1onc(-c2ccccc2Cl)c1C(=O)Oc1cc(N)n(S(=O)(=O)c2ccc(F)cc2)n1,1.6%,i,57.8,19.8,47,3.0%,1.6%,-13.6%,-1.0%,5.5%,3.8%,
Cc1ccc(NC(=O)c2ccc(CSc3nnc(-c4ccncc4)n3C)cc2)c(C)c1,1.5%,i,51.9,0.0,35,7.4%,-0.1%,-0.6%,11.7%,2.2%,8.6%,
CCOc1ccc(N/C(N)=N/c2nc(C)cc(C)n2)cc1,0.1%,i,60.0,2.1,55,3.6%,-1.9%,-6.8%,-7.6%,7.1%,0.9%,
Nn1c(SCc2ccc(Br)cc2)nnc1-c1ccccn1,0.2%,i,9.7,0.9,44,4.2%,-0.5%,0.0%,-3.6%,2.1%,6.6%,
NC(=O)CCCn1c(C(=O)c2cc(Cl)c(N)c(Cl)c2)c2ccc([N+](=O)[O-])cc2[n+]1[O-],1.9%,i,26.1,2.2,72,9.5%,·,3.3%,·,-1.4%,5.3%,
